From PubChem
POLB inh: inhibitors of human DNA polymerase beta; Pol beta primer extension/strand displacement, fluorescence kinetic; actives 1.3% (n = 340,000); P06746; Potency, µM (series often up to 114 µM), without a hit: at the top dose activity change, negative = inhibition, hits mostly inhibitors; also: potency is read from the fitted curve at half-maximal effect; % is scaled to controls: 0 for no effect and ±100 for the full control effect
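10 nM enzyme + cpd, 15 min RT; start with substrate 50 nM final; read 0 min and after 10 min RT. Corrected, normalized data; 4-parameter Hill curve fit.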
Anesthetic bind: binds horse apoferritin like a general anesthetic. P02791. apoferritin/1-aminoanthracene competitive binding, fluorescence. Potency, µM (titrated, usually from 77.5 µM), without a hit: at the top dose activity change, negative = displacement, hits mostly inhibitors. actives 0.074% (n = 350,000). AID 485281; also: potency is read from the fitted curve at half-maximal effect; % is scaled to controls: 0 for no effect and ±100 for the full control effect; nearly all actives have a fitted effect of over 20% in size
Target sequence (P02791 2-175 limits assumed): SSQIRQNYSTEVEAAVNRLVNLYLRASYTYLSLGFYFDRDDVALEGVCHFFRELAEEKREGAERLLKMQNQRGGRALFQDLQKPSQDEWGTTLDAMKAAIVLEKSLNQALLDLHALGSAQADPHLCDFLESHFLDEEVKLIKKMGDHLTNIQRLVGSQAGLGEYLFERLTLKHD
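Probe: 1-aminoanthracene (50% saturated, PBS). Protein: horse-spleen apoferritin, 10 uM. Incubation: 10 min, room temperature. Detection: 380 nm excitation, 535 nm emission. Analysis: normalized response, four-parameter Hill.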
12-LOX inh: ALOX12 (human) lipoxygenase inhibition | Potency, µM (titrated, usually from 108 µM), without a hit: at the top dose activity change, negative = inhibition, usual class: inhibitors | actives 1.1% (n = 580,000) | P18054 | purified 12hLO, xylenol orange hydroperoxide absorbance | AID 1671190; also: potency is read from the fitted curve at half-maximal effect; % is scaled to controls: 0 for no effect and ±100 for the full control effect
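Hydroperoxide product was detected by ferrous iron/xylenol orange as the 573 to 405 nm absorbance ratio. Arachidonic acid at 40 uM (final) was turned over for 30 min at room temperature by 150 nM human 12hLO, pH 7.0 Hepes buffer, after 15 min compound preincubation.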
APE1 inh: inhibitors of human APE1 endonuclease | actives 0.35% (n = 350,000) | Potency, µM (titrated, usually from 65.8 µM), for the others: at the highest dose activity change, negative = inhibition, most hits filed as inhibitors | P27695 | recombinant APE1, TAMRA/BHQ-2 abasic DNA cleavage fluorescence;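 also: potency is read from the fitted curve at half-maximal effect; plate controls were vehicle for no effect and reference inhibitor for full effect; nearly all actives have a fitted effect of over 55% in size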
Target sequence (P27695 whole entry, looked up): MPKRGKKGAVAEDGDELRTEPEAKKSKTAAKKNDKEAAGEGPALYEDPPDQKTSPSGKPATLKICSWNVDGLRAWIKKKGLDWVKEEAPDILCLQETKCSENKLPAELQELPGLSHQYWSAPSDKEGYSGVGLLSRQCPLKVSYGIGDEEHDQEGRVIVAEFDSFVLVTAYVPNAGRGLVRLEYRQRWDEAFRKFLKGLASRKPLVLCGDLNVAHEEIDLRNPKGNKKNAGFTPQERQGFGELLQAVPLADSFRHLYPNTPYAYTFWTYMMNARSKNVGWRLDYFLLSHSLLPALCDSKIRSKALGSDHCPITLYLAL
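Substrate: short duplex with […] THF abasic site, 5'-TAMRA and 3'-BHQ-2, 50 nM final. APE1 at 0.75 nM, preincubated 15 min RT with compound. Fluorescence increase from first to third read measured activity.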
Pol kappa inh: blocks human DNA polymerase kappa activity. purified Pol kappa, fluorescent DNA synthesis assay, 10 min. Potency, µM (doses to about 107 µM), for inactives: at the top dose activity, negative = inhibition, usual class: inhibitors. actives 0.53% (n = 400,000). AID 588579; also: potency is read from the fitted curve at half-maximal effect; % is scaled to controls: 0 for no effect and ±100 for the full control effect
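Kinetic fluorescence screen: compound preincubated 15 min RT with 10 nM enzyme; 50 nM substrate (final) initiates; reads at 0/10 min.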
RGS4 inh: inhibitors of human regulator of G protein signaling 4; actives 0.039% (n = 390,000); P49798; AID 504845; Transcreener GDP fluorescence polarization, RGS4-accelerated GTP hydrolysis; Potency, µM (top dose mostly 114 µM), for the others: top-dose activity change, negative = inhibition, most hits filed as inhibitors; also: potency is read from the fitted curve at half-maximal effect; % is scaled to controls: 0 for no effect and ±100 for the full control effect; nearly all actives have a fitted effect of over 75% in size; some results filed as inactive show a strong effect at the top dose
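MLSMR compounds (23 nl, pin-transferred) preincubated 10 min at room temperature with a 500nM (2x) first reagent, then RGS4 at 900nM (2x) plus Transcreener GDP mix added; fluorescence polarization (620/688 nm) read before and after 90 min at 30 °C.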
POLH inh: DNA polymerase eta (human) inhibition. Q9Y253. recombinant Pol eta, fluorescent DNA replication assay. Potency, µM (doses to about 114 µM), for the others: at the highest dose activity change, negative = inhibition, most hits filed as inhibitors. actives 1.2% (n = 390,000). AID 588591; also: potency is read from the fitted curve at half-maximal effect; % is scaled to controls: 0 for no effect and ±100 for the full control effect
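Pol eta (10 nM) was preincubated with compounds for 15 min at room temperature, after which fluorescent replication substrate (50 nM final) was added to start the reaction. Fluorescence was read kinetically at 0 and 10 min.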
ERG Ets-DNA blk: ERG Ets/DNA interaction inhibition; fluorescence polarization, His-ERG Ets domain / labelled DNA; AID 624246; actives 0.028% (n = 370,000); Potency, µM (doses to about 76.9 µM), for the others: at the top dose FP activity, negative = inhibition, hits mostly inhibitors; active = well fitted inhibition curve with a large enough effect in the polarisation, with a control signal flat; inconclusive = small, poorly fitted or top-dose-only effect, or effect the other way, or a change in a side signal; inactive = no such curve, though single readings can be large or run the other way; the % refers to the polarisation;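 also: polarization taken with two DNA probes labelled with fluorescein and Texas red; potency is read from the fitted curve at half-maximal effect; % of control where 0% means no effect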
Target sequence (P11308 whole entry, looked up, the tested form may be a part): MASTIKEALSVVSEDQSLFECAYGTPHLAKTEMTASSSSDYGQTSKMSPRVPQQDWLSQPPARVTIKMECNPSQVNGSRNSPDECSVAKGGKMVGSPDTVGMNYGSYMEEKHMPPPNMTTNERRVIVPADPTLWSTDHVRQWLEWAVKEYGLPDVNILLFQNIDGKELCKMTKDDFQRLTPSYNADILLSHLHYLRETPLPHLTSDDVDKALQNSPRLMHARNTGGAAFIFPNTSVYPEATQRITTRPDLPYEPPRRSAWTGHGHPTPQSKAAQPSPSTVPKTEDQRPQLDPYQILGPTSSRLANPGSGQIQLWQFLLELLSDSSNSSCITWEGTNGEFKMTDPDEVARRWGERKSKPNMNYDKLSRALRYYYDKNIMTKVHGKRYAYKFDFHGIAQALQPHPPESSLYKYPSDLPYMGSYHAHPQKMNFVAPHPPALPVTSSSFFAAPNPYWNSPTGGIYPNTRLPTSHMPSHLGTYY
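His-tagged ERG Ets domain (1 uM in the protein solution; 300mM KCl, 50mM Tris-HCl, 1mM EDTA, 1mM DTT, pH 7.5) received compound, then a probe mix of 5 nM fluorescein-DNA and 100nM Texas-615-DNA. Fluorescence polarization was read for both dyes.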
LDHA inh: LDHA (human) enzyme inhibition | P00338 | purified LDHA, NADH/diaphorase-resazurin fluorescence; stronger effect = lower value | activity change, % (values are at about 110 or 230 µM) | AID 1347041 | actives 0.15% (n = 480,000); in the data active = activity change below about -30%; inconclusive = mostly about -25% to -30%;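 also: plate controls were DMSO wells for no effect and wells without enzyme for full effect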
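Human LDH5 (2 nM) was incubated with 0.06 mM NADH and 0.2 mM pyruvate for 5 min at room temperature in Tris pH 7.4. Remaining NADH was coupled through diaphorase/resazurin, and resorufin fluorescence was read at 0 and 20 min.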
Active calls of the source: *; i = inactive; ? = inconclusive; . = not tested or not shown; & = joins results of further samples; [ ] = another dose, or the depositor's remark. Unless noted, calls follow the shape of the dose curve; as a rule, active = well fitted curve in the direction sought with a large enough effect; inconclusive = small, poorly fitted or top-dose-only effect, or another doubt; inactive = no such curve, though single readings can be large; an effect the other way counts as inactive or inconclusive. Some of the compounds tested, so the mix of outcomes need not match the whole.

Preview (2 entries):
SMILES	POLB inh	Anesthetic bind	12-LOX inh	APE1 inh	Pol kappa inh	RGS4 inh	POLH inh	ERG Ets-DNA blk	LDHA inh
Cc1cc(C)nc(N/N=C/c2cn[nH]c2-c2ccccc2)n1	28%	4%	177%[activator]	0%	-14%	2%	-19%	12%	-4
Clc1ccc(OCCCCN2CCCCC2)cc1	21%	-3%	.	34%	3%	2%	-5%	0%	-20

The whole of this part, repeating the preview:
SMILES	POLB inh	Anesthetic bind	12-LOX inh	APE1 inh	Pol kappa inh	RGS4 inh	POLH inh	ERG Ets-DNA blk	LDHA inh
Cc1cc(C)nc(N/N=C/c2cn[nH]c2-c2ccccc2)n1	28%	4%	177%[activator]	0%	-14%	2%	-19%	12%	-4
Clc1ccc(OCCCCN2CCCCC2)cc1	21%	-3%	.	34%	3%	2%	-5%	0%	-20
CN(C)CCCN(C(=O)COc1ccc(Cl)cc1)c1nc2cc3c(cc2s1)OCCO3	.	.	?	-13%	-11%	25%	-11%	4%	-8
O=C(Cc1cccc(NC(=O)C2CCCN(C(=O)CCc3ccccc3)C2)c1)Nc1cccc(C(=O)N2CCCCC2)c1 (centres undefined)	.	.	1%	.	7%	-18%	-9%	0%	3
COc1ccc(S(=O)(=O)N2CCCN(CC(=O)Nc3ccc(OC)cc3OC)CC2)cc1	15%	-2%	-19%	.	11%	14%	-9%	2%	0
Cc1c(Cl)cccc1-c1ccc(CNCCCSc2nnnn2C)o1	-25%	-11%	-14%	.	-2%	6%	-14%	-8%	-11
CCCNC(=O)CN1C(=O)c2c(c3ccccc3n2C)C1c1ccc(OC)cc1 (centres undefined)	26%	-11%	-13%	.	-7%	29%	-7%	-5%	-2
Cc1cc(Nc2ccc(Cl)cc2)n(-c2cccc(Cl)c2)n1	11%	-16%	?	-1%	-20%	0%[11.4 µM]	?	1%	0
CCc1ccc(-c2nc(CN3CCCC(C(=O)O)C3)c(C)o2)cc1 (centres undefined)	2%	2%	?	-1%	-16%	12%	-3%	-2%	0
Cc1cccc(C(=O)Nc2cccc(S(=O)(=O)NCc3ccco3)c2)c1	.	.	157%[activator]	26%	-3%	-44%	-19%	5%	-4
CC(OC(=O)C1CSC2(C)CCC(=O)N12)C(=O)Nc1cccc(C#N)c1 (centres undefined)	.	.	5%	-6%	-3%	-12%	-23%	-3%	0
C=CCn1c(SCc2c(C)noc2C)nc2ccccc2c1=O	0%	-19%	-26%	-4%	-12%	15%	-3%	-3%	-9
C=C1C(=O)OC2CC1C(O)CC(C)=CCCC(C)=CC(O)CC2C (centres undefined)	.	.	1%	.	-12%	-9%	?	3%	0
C/C(=N\NC(=O)C1CC1)c1ccc(NC(=O)c2ccc(Br)o2)cc1	10%	-1%	-8%	-7%	.	.	.	.	.
CCCn1c2ccccc2c2cnn(CC(=O)OC)c(=O)c21	1%	-6%	-1%	26%	-4%	2%	-3%	9%	-5
C/C(=N/NC(=O)c1ccc(-c2ccccc2)cc1)c1cccc(O)c1	28%	-15%	i	-4%	-11%	5%	-19%	6%	0
OCc1nc2ccc(Cl)cc2[nH]1	-17%	-6%	15%	3%	-3%&-6%	-2%	-17%	-16%	-3
Cc1cc(C)c(NC(=O)CCCn2c(C)c3cnn(-c4ccccc4)c(=O)c3c2C)c(C)c1	-4%	40%[activator]	-5%	.	-13%	23%	-4%	3%	6
C/C(=N\OC(=O)c1ccc(C)cc1)c1sc(C)nc1C	-3%	?	10%	3%	-5%	31%	-11%	2%	-6
Cc1cc(C(F)F)n2nc(C(=O)Nc3cc(C)on3)nc2n1	3%	-11%	?	-2%	-5%	14%	-7%	-13%	-8
CCC(C(=O)Nc1cccc(C#N)c1)n1c(=O)c(-c2ccccc2NC(C)=O)nc2ccccc21 (centres undefined)	22%	-12%	-25%	.	-4%	-9%	-25%	-4%	-6
COc1ccc(OCC(=O)N/N=C(\C)c2ccc(OC)cc2)cc1	21%	?	3%	-3%	2%	4%	1%	11%	-7
CCN1C(=O)[C@H]2[C@@H](c3ccc(OC)cc3)N3C(=O)CN(Cc4ccccc4)C(=O)[C@@]3(Cc3ccccc3)[C@H]2C1=O	7%	-10%	2%	2%	-10%	8%	-7%	-6%	-3
OCc1cnc(SCc2ccccc2F)n1Cc1ccc(F)cc1	32%[activator]	-10%	-3%	.	0%[60.1 µM]	-3%	-6%	-1%	-6
COc1cccc(CN(C)C(=O)c2cccc(OC3CCN(C4CCCC4)CC3)c2)c1	32%	-6%	-2%	7%	-6%	-4%[56.9 µM]	-3%	-9%	-3
COc1ccc(C(=O)/C=C/c2cn(CC(O)CN3CCOCC3)c3ccccc23)cc1 (centres undefined)	5%	19%	.	?	-15%	-30%	?	14%	-1
Cc1cc(NC(=O)CSc2nnc(CNC(=O)c3cccc(C(F)(F)F)c3)o2)no1	39%	-17%	33%[activator]	1%	-17%	0%	-15%	-6%	-2
O=C(NCC(=O)N1CCC2(CC1)NCCc1[nH]cnc12)c1ccc(F)cc1	40%	2%	6%	50%	0%	0%	-16%	2%	-3
CS(=O)(=O)c1nc(S(=O)(=O)c2ccc(Cl)cc2)c(NCCCN2CCCC2=O)s1	35%	-11%	-4%	-10%	-7%	-1%[56.9 µM]	-9%	7%	-5
CCOc1cc(Br)ccc1S(=O)(=O)N1CC(C)OC(C)C1 (centres undefined)	18%	-13%	2%	13%	1%	-11%	-17%	5%	2
Cc1cccc(C)c1OCC(=O)N(Cc1ccc(Cl)cc1)CC1CCCO1 (centres undefined)	-6%	-9%	-29%	.	-6%	-4%	-23%	2%	-2
Cc1ccc(C(=O)CSc2nnc(CNc3ccc(F)cc3)o2)cc1	6%	?	0%	0%	-18%	-16%	3%	10%	-7
CC(=O)Oc1ccc(C(=O)NC(C)CCc2ccccc2)cc1 (centres undefined)	27%	-7%	-25%	33%	-1%	16%	1%	9%	-5
COc1ccc(CNS(=O)(=O)c2cnc(N)nc2)c(OC)c1	-27%	-7%	-16%	.	-2%[60.1 µM]	-18%	-10%	-2%	3
O=C(NCc1cccnc1)c1ccc(CS(=O)(=O)c2ccc(Cl)cc2)o1	-2%	-4%	152%[activator]	17%	-4%	-11%	-15%	7%	-2
COc1cc(CN(C)Cc2ccccc2)cc(OC)c1O	4%	-17%	?	-3%	5%	-2%	1%	5%	19
C[C@H](CO)N1C[C@H](C)[C@@H](CN(C)C(=O)NC2CCCCC2)Oc2c(NC(=O)Cc3ccccc3)cccc2C1=O	.	.	21%	46%[activator]	7%	-17%	-16%	4%	-1
COc1ccc(S(=O)(=O)N2CCC(C(=O)N[C@@H](C)C(=O)NCc3ccccc3OC)CC2)cc1	-1%	-7%	7%	82%[activator]	2%	13%	-18%	2%	-4
COc1ccc(CCNc2nc(-c3cccc(NC(C)=O)c3)cs2)cc1OC	-29%	-12%	-5%	-5%	-44%	-38%	-15%	-9%	-5
O=C(Nc1nnc(Cc2c[nH]c3ccccc23)s1)c1ccc(Cl)cc1Cl	-1%	-19%	?	-1%	-16%	-13%	?	-1%	11
N#CCCN(Cc1cccnc1)S(=O)(=O)c1ccc(S(=O)(=O)NC2CCCCC2)cc1	22%	?	-16%	-3%	-3%	9%	-12%	-15%	-8
CCCN(C(=O)c1ccccc1Cc1ccccc1)C1CCS(=O)(=O)C1 (centres undefined)	.	.	?	24%	3%	-23%	-20%	-3%	3
COc1ccc(Oc2ncccc2NC(=O)c2cccc(C)c2C)cc1	0%	-3%	0%	2%	-11%	18%	-13%	7%	-8
O=C(Nc1ccc(F)cc1Cl)c1cnc(N2CCOCC2)c2ccccc12	-1%	308%[activator]	0%	.	-10%[60.1 µM]	-8%	-10%	2%	-2
O=C(COC(=O)c1cccnc1Cl)Nc1cc(S(=O)(=O)N2CCCCCC2)ccc1Cl	.	.	4%	-3%	-11%	-19%	-23%	18%	-7
CC(C)CC(=O)NN(C)c1nc(-c2ccccc2)nnc1C(F)(F)F	2%	-6%	-6%	1%	1%	-18%	-7%	-2%	-6
O=C(O)c1occc1CSc1ccccc1	-6%	1%	?	20%	-13%	22%	3%	32%[activator]	-5
CCOC(=O)C(=CNc1cc(C)nn1-c1ccc(C)cc1)C(=O)OCC	-2%	-22%	0%	-3%	-4%	6%	-14%	3%	3
COC(=O)[C@@H]1C[C@@]2(O)[C@H](O)[C@H](O)[C@H](O)C[C@H]2N1Cc1ccccc1OS(=O)(=O)c1ccc(C)cc1	-1%	-2%&-3%	-7%	-11%&-10%	-8%	24%	-1%	10%	0
Cc1ccc(-c2noc(CCC(=O)NCCCN3CCN(c4cccc(Cl)c4)CC3)n2)cc1	-1%	-13%	?	3%	-8%	-12%	-15%	-5%	-1
Next compounds
SMILES	POLB inh	Anesthetic bind	12-LOX inh	APE1 inh	Pol kappa inh	RGS4 inh	POLH inh	ERG Ets-DNA blk	LDHA inh
CCOC(=O)N=S(=O)(Oc1ccc([N+](=O)[O-])cc1)c1ccc(Cl)cc1 (centres undefined)	-11%	-14%	172%[activator]	6%	-9%	7%	-13%	2%	-2
CC1CC(C)CN(CCCNC(=O)c2nn(C)c3c2CS(=O)(=O)c2ccccc2-3)C1 (centres undefined)	16%	-12%	-4%	10%	-3%	2%	-7%	3%	-16
COc1ccc(N2CCN(CCNC(=O)CCNS(=O)(=O)c3cccs3)CC2)cc1	23%	-12%	47%[activator]	11%	-20%	-13%	8%	-11%	-1
CC(=O)N1CCN(C(=O)c2cccc(S(=O)(=O)Nc3ccc(C)cc3)c2)CC1	0%	-5%	253%[activator]	-1%	0%	-15%	-12%	12%	2
